ZTA counter = ZTA (EBV) inhibition in EBNA-1 counter-screen; P03206; ZTA-DNA binding, fluorescence polarization; inhibition, % at 11 µM; 320,000 tested, 0.15% active; in the data active = inhibition above about 33%
GSTO1 counter = GSTO1 inhibition, counter-screen for RBBP9 inhibitors; recombinant GSTO1, activity-based probe fluorescence polarization; inhibition, % at 5.96 µM; 300,000 tested, 1.1% active; P78417; AID 1974;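 active = inhibition above the campaign mean inhibition plus 3 SD, cut at about 35% in these data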;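 also: 0% = GSTO1-1 with DMSO and 100% = wells lacking GSTO1-1 enzyme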
PAFAH1B3 inh = inhibitors of human PAFAH1B3 | inhibition, % at 3.39 µM | recombinant PAFAH1B3, FP-rhodamine probe, fluorescence polarization | Q15102 | 340,000 tested, 0.28% active;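 active = inhibition above the screen-wide average of all tested compounds plus 3 SD, cut at about 25% in these data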;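 also: 0% = enzyme with DMSO only and 100% = wells lacking PAFAH1B3 protein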
PREPL inhibitor = inhibitors of human prolyl oligopeptidase-like enzyme PREPL. recombinant PREPL, fluorescence polarization activity-based probe. inhibition, % at 5.96 µM. 320,000 tested, 0.68% active. Q4J6C6; in the data active = inhibition above about 43%;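 also: 0% = enzyme with DMSO and 100% = wells lacking enzyme; many of its hits are not listed in these tables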
EBNA-1 inhibitor = blocks EBNA-1 binding to DNA | 300,000 tested, 0.34% active | EBNA-1 DNA binding, fluorescence polarization | AID 1950 | inhibition, % at 14.8 µM; in the data active = inhibition above about 28%
PAD4 FP inh = blocks human protein arginine deiminase 4; 330,000 tested, 0.41% active; AID 485272; recombinant PAD4, RCA probe fluorescence polarization; inhibition, % at 6.36 µM;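 active = percent inhibition above a cutoff equal to the mean of all tested compounds plus 3 SD, cut at about 15% in these data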;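 also: 0% = PAD4 with RCA probe and DMSO and 100% = probe without PAD4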
Target sequence (Q9UM07 whole entry, looked up): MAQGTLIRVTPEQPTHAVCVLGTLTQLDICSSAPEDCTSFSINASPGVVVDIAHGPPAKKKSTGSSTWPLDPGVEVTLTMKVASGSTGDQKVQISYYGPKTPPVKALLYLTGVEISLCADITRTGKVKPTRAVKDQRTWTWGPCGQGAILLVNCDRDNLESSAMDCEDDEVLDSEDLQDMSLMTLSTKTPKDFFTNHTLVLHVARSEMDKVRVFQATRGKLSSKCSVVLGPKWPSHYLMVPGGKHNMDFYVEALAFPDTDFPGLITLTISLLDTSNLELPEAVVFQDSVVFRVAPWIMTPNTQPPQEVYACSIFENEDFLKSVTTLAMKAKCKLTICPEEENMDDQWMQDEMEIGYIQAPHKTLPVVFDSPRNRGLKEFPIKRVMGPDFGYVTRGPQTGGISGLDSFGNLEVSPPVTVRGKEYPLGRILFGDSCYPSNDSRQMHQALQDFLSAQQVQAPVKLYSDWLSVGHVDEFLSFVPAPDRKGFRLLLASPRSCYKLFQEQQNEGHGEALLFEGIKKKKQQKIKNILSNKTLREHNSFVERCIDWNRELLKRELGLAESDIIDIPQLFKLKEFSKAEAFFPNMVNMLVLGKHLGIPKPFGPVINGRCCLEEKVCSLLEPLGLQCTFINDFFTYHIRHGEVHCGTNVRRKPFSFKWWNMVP
PAFAH2 inh = inhibitors of human PAFAH2; Q99487; recombinant PAFAH2, FP-rhodamine activity probe, fluorescence polarization; inhibition, % at 3.39 µM; 340,000 tested, 0.99% active;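 active = inhibition above the mean over all tested compounds plus 3 SD, cut at about 30% in these data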;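 also: inhibitors block probe labeling of enzyme so polarization drops; 0% = enzyme with DMSO and 100% = wells lacking PAFAH2 protein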
LYPLA1 inh = counter-screen for PME1 inhibitors: inhibitors of human LYPLA1 | O75608 | recombinant LYPLA1, FP-Rh probe fluorescence polarization | inhibition, % at 5.9 µM | 320,000 tested, 0.16% active | AID 2174;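 active = inhibition above the mean of all tested compounds plus 3 SD, set per campaign, cut at about 14% in these data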;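 also: inhibitors block serine hydrolase probe labeling of LYPLA1 so polarization falls; 0% = enzyme with DMSO and 100% = wells lacking LYPLA1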
Target sequence (O75608 whole entry, looked up): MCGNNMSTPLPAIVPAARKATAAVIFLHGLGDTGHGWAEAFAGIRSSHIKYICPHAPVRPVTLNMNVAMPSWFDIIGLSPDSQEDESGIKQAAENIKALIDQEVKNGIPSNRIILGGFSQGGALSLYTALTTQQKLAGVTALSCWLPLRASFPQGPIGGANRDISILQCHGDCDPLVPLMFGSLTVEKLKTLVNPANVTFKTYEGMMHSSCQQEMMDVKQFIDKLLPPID
LYPLA2 counter = LYPLA2 (human) inhibition in PME1 counter-screen; O95372; 320,000 tested, 0.38% active; inhibition, % at 5.9 µM; AID 2177; recombinant LYPLA2, FP-Rh probe fluorescence polarization;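 active = inhibition above the screen-wide mean plus 3 SD, limit set per campaign, cut at about 26% in these data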;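 also: 0% = LYPLA2 with DMSO and 100% = wells lacking LYPLA2 enzyme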
Active calls of the source: *; x = no result given. Some of the compounds tested, so the mix of outcomes need not match the whole.

SMILES	ZTA counter	GSTO1 counter	PAFAH1B3 inh	PREPL inhibitor	EBNA-1 inhibitor	PAD4 FP inh	PAFAH2 inh	LYPLA1 inh	LYPLA2 counter
CC(NC(=O)C1CCCO1)c1ccccc1 (stereo unspecified)	-7	7	5	16	3	-2	9	3	5
CCn1c(O)c(N=NC(=O)CNC(=O)/C=C/c2ccco2)c2ccccc21	8	12	5	17	8	1	-3	1	3
CC1CCN(c2ccc(C=O)o2)CC1	8	0	5	-9	0	2	-1	-1	2
COc1ccc(NC(=O)C(NC(C)=O)C(=O)NCc2ccccc2)cc1 (stereo unspecified)	-2	1	7	-5	6	1	5	0	-4
CCOc1ccc(NC(=O)c2ccc(N)cc2)cc1	-3	-2	4	7	-2	-3	3	2	-2
CCOC(=O)N1CCN(C(=O)c2cc3n(n2)C(C(F)(F)F)CC(c2ccc4c(c2)OCO4)N3)CC1 (stereo unspecified)	-8	-3	-2	35	6	-3	1	0	5
CCOc1ccc(C(=O)Nc2cccc(-c3ccc(N4CCOCC4)nn3)c2)cc1OCC	9	-6	0	-7	1	1	6	-8	-3
Cn1ncc(Cl)c1C(=O)Nc1cccc(Cl)c1	-7	6	-2	9	-8	2	6	3	3
COc1cc(/C=C/CO)cc(OC)c1O[C@@H]1O[C@H](CO)[C@@H](O)[C@H](O)[C@H]1O	0	8	11	5	-1	-6	1	3	1
COc1ccc2sc(-c3ccc(N(C)C)cc3)c(C#CCO)c2c1	-4	x	13	25	x	-5	3	1	5
CCCCNC(=O)CCc1nc2cccnc2n1Cc1ccccc1	-1	-3	12	-3	-1	-3	-3	2	-1
OC1CCCN(CC(O)c2ccccc2)C1 (stereo unspecified)	-2	11	13	-2	0	0	5	-5	0

Pulled by compound from the list above (2):
SMILES	ZTA counter	GSTO1 counter	PAFAH1B3 inh	PREPL inhibitor	EBNA-1 inhibitor	PAD4 FP inh	PAFAH2 inh	LYPLA1 inh	LYPLA2 counter
CCOc1ccc(C(=O)Nc2cccc(-c3ccc(N4CCOCC4)nn3)c2)cc1OCC	9	-6	0	-7	1	1	6	-8	-3
CCOc1ccc(NC(=O)c2ccc(N)cc2)cc1	-3	-2	4	7	-2	-3	3	2	-2

Returning to the listing; the four compounds before the break are reprinted first.
SMILES	ZTA counter	GSTO1 counter	PAFAH1B3 inh	PREPL inhibitor	EBNA-1 inhibitor	PAD4 FP inh	PAFAH2 inh	LYPLA1 inh	LYPLA2 counter
COc1cc(/C=C/CO)cc(OC)c1O[C@@H]1O[C@H](CO)[C@@H](O)[C@H](O)[C@H]1O	0	8	11	5	-1	-6	1	3	1
COc1ccc2sc(-c3ccc(N(C)C)cc3)c(C#CCO)c2c1	-4	x	13	25	x	-5	3	1	5
CCCCNC(=O)CCc1nc2cccnc2n1Cc1ccccc1	-1	-3	12	-3	-1	-3	-3	2	-1
OC1CCCN(CC(O)c2ccccc2)C1 (stereo unspecified)	-2	11	13	-2	0	0	5	-5	0
Cc1oc2c(C)c3oc(=O)c(CCC(=O)NCCN4CCOCC4)c(C)c3cc2c1C	-10	-6	8	15	9	3	-3	0	1
Cc1cccc(NC(=O)/C(C#N)=C\c2cn(CC(=O)O)c3ccccc23)c1	-10	-11	3	13	-1	-6	0	0	-9
CN(C)C(=O)Cn1cnc2c(cnn2-c2ccccc2Cl)c1=O	11	-5	-4	-5	1	0	-5	0	6
Cc1ccc(SCC(=O)OC(C)C(=O)NC2CCCCC2C)c(C)c1 (stereo unspecified)	15	x	7	25	x	-7	12	1	-7
C#Cc1ccc([C@@H]2C=C(C(=O)Nc3ccccc3)O[C@H](OCC)[C@H]2CCCO)cc1	-2	3	2	-2	-9	-1	-8	-2	-4
CCOC(=O)c1c(-c2cccc([N+](=O)[O-])c2)csc1NC(=O)CCCOc1ccccc1	8	1	-8	2	-2	1	9	-2	-2
CN(C(=O)COC(=O)c1nn(C)c(=O)c2ccccc12)c1c(N)n(Cc2ccccc2)c(=O)[nH]c1=O	11	-2	4	-9	1	-3	-5	2	5
O=C(NC(=S)Nc1ccc(Cl)cn1)C12CC3CC(CC(C3)C1)C2	-12	5	1	16	0	-8	1	-6	-10
CCOC(Cn1cc(C)c(=O)[nH]c1=O)OCC	-3	-2	-6	-7	-9	-4	-1	-1	-1
COc1cc(CN(C)CCc2ccccc2)ccc1OCc1ccccc1	-9	3	-2	-21	-9	-3	-1	1	14
FC(F)(F)COc1nc(N2CCOCC2)nc(N(c2ccccc2)c2ccccc2)n1	-14	-11	1	17	-2	8	7	1	10
CCOC(=O)Cc1nc(-c2cccc(C(F)(F)F)c2)no1	2	7	1	-5	0	-5	2	0	3
CC1(C)CC(=O)C=C(Nc2cccc(Cl)c2Cl)C1	-2	13	0	0	7	7	2	-2	3
O=C(CSc1nc2ccccc2c(=O)[nH]1)N1CCCCC1	3	10	4	17	-1	3	7	4	10
Cc1csc(SCC(=O)NC(=O)Cc2ccccc2)n1	-2	-3	-11	2	-4	-4	-2	3	-1
Cc1ccc2ccc(C(Nc3cccc(C(F)(F)F)c3)c3cccnc3)c(O)c2n1 (stereo unspecified)	-8	-11	4	8	-1	-6	5	-1	-1
O=C1CCOc2cc(OCc3ccccc3)ccc21	-11	1	9	-4	-2	-3	1	-4	1
S=C(Nc1ccc(Cl)cc1Cl)N1CCCCC1	-12	0	9	-3	-13	-3	3	-4	8
Cc1cc(CN(C)C)c(O)c(C2(C)CCCCC2)c1	1	3	6	2	-3	1	5	3	0
O=C(Cc1ccc(Br)c2ccccc12)N/N=C/c1ccccn1	14	-8	2	-10	-1	-1	12	-6	-1
O=[N+]([O-])c1ccc(Cl)c2c1C1C=CCC1C(c1ccccn1)N2 (stereo unspecified)	0	39*	25	23	13	9	27	-4	2
CCOc1ccc(Br)cc1S(=O)(=O)Nc1ccc(NC(=O)c2ccccc2C)cc1	-27	7	6	-23	-3	-4	-3	-17	-20
O=C(Nc1ccc(F)cc1)c1cc2ccccc2o1	10	3	5	7	-3	-7	11	-3	6
C=CCNC(=S)Nc1cccc(N)c1	2	-3	0	12	-4	-7	9	-1	5
COc1cc2c(cc1OC)CN(C(=O)CCOc1ccccc1)CC2	4	-1	3	7	1	-2	4	2	6
Cc1cccc(C)c1NC(=O)c1ccc([N+](=O)[O-])s1	-11	20	2	12	-8	-4	-3	-1	3
COc1cc(OC)cc(C(=O)NCc2ccc(-n3cccc3)cc2)c1	15	9	8	3	11	0	-5	0	-3
Cc1cccc(NC(=O)COc2ccc(Br)cc2)n1	18	4	3	-6	9	-1	2	0	-2
CC(=O)C1=C(O)C(=O)N(CCCN2CCOCC2)C1c1ccccc1[N+](=O)[O-] (stereo unspecified)	3	28	x	1	-2	-6	x	2	5
COc1ccc(C(=O)c2ccc3oc(-c4ccc(OC)cc4)c(C#CCCO)c3c2)cc1	-3	8	-12	10	6	0	-7	-1	1
COC(=O)c1c(=O)n(O)c2ccc(OC)cc2[n+]1[O-]	4	3	4	2	11	14	3	6	0
O=C(CSc1nccc(=O)[nH]1)Nc1ccc(S(=O)(=O)N2CCOCC2)cc1	15	6	-4	7	4	4	-2	0	1
CC(C)(C)c1ccc(S(=O)(=O)NC(Cc2ccccc2)C(=O)O)cc1 (stereo unspecified)	-4	-4	0	3	8	-1	3	0	1
CCOc1ccc(NC(=O)CN2CCN(CC(=O)Nc3ccc(F)cc3)CC2)cc1	2	4	5	-12	-4	0	-5	1	0
COc1cc(C)nc(N2CCCC(C(=O)Nc3cccc(Cl)c3Cl)C2)n1 (stereo unspecified)	-15	0	5	9	-9	0	-7	1	8
O=CN1CCN(C(C(=O)NC2CCCCC2)c2cc3c(cc2[N+](=O)[O-])OCO3)CC1 (stereo unspecified)	-6	17	5	12	-2	-1	3	-5	-6
CCC(CO)Oc1cc(NCc2ccccc2C)c2ncn(C(C)C)c2c1 (stereo unspecified)	x	x	13	30	x	-4	4	x	x
Fc1cc(F)c(F)c(SCCc2ccncc2)c1F	3	-7	-4	3	-8	-2	-7	-1	-3
CN1CCN(CC#CCC2(O)c3ccccc3-c3ccccc32)CC1	-8	12	4	1	7	-3	1	0	-5
O=C(c1cc(N2C(=O)C3C4CCC(C4)C3C2=O)ccc1Cl)N1CCN(c2ccccc2F)CC1 (stereo unspecified)	0	-5	3	4	-6	-7	-4	1	7
Cc1ccc(C(=O)N/C(=C\c2cccs2)C(=O)NCc2cccnc2)cc1	11	7	7	5	8	-5	3	-2	3
COc1ccc(NC(=O)N(C)C[C@H]2Oc3ccc(NS(=O)(=O)c4ccc(F)cc4)cc3C(=O)N([C@H](C)CO)C[C@@H]2C)cc1	x	x	-10	10	x	2	2	x	x
C=CCOC(=O)C1=C(C)NC(=O)NC1c1cc(Cl)cc(Cl)c1OC (stereo unspecified)	13	-7	6	-58	-6	0	-10	-2	2
COc1ccc([N+](=O)[O-])cc1N1C(=O)c2cccnc2C1=O	-11	6	0	-2	-29	-7	-2	1	13
CCOC(=O)c1sc(NC(=O)CSc2n[nH]c(-c3ccc(Cl)cc3Cl)n2)c(C#N)c1C	-3	5	7	23	-14	-4	-7	-2	4
Oc1c(Br)cc(Br)cc1C=Nc1ccc2[nH]ncc2c1	-4	12	8	3	6	-12	1	-1	-3
COc1ccc2cc(C3CC(c4cccs4)=NN3S(C)(=O)=O)c(Cl)nc2c1 (stereo unspecified)	-11	-7	12	-6	-7	-1	-9	-2	-2
OCCNCCSc1nc(C2CCCCC2)n(-c2ccccc2Cl)n1	16	-2	1	-21	7	-3	6	-2	4
CCS(=O)(=O)Nc1cccc(-c2nc3cccnc3s2)c1	-18	0	10	8	-5	-1	1	1	2
Cn1c(=O)c2c(nc(Br)n2CC(=O)c2cccs2)n(C)c1=O	17	-8	7	-8	0	-3	1	-4	-3
CCC(=O)c1ccc(N2CCC(C)CC2)c(F)c1	5	-5	-1	-7	-6	-4	5	1	3
O=C(NC(=S)NCCCN1CCOCC1)c1cccc2ccccc12	-6	17	6	-6	2	-3	-5	1	1
CN(C)c1ccc(C(=O)NN2C(=O)c3ccccc3C2=O)cc1	-5	7	2	-6	2	2	2	-2	3
CCOc1c(C)cc2[nH]c(CCC(=O)O)nc2c1C	6	5	5	2	9	-2	4	-1	4
COc1cc(S(=O)(=O)NCCOC23CC4CC(CC(C4)C2)C3)c(OC)cc1Cl	8	-3	8	13	-5	-4	2	-2	7
CCOc1ccc(S(=O)(=O)N2CCN(C(=O)c3cc(-c4ccccc4)nn3-c3ccccc3)CC2)cc1	10	2	0	-4	5	-2	-1	0	7
CCOC(=O)C1=C(C)C(c2cccc(Oc3ccccc3)c2)NC(=S)N1 (stereo unspecified)	22	-1	3	-1	11	-2	-1	-1	-1
COc1ccc(NC(=O)N(C2CCCCC2)C(C)c2cccnc2)c(OC)c1 (stereo unspecified)	-1	9	-1	-2	6	-4	1	-2	-3
CCC(C)(C)C1CCC2(CC1)NC(=O)N(CC(=O)N(C)Cc1ccc(OC(F)F)cc1)C2=O (stereo unspecified)	0	3	3	6	-11	3	5	3	5
O=C(N/N=C/c1ccccc1C(=O)O)c1cccc(S(=O)(=O)N2CCOCC2)c1	3	x	4	1	x	1	-3	0	0

Additional structures.
SMILES	ZTA counter	GSTO1 counter	PAFAH1B3 inh	PREPL inhibitor	EBNA-1 inhibitor	PAD4 FP inh	PAFAH2 inh	LYPLA1 inh	LYPLA2 counter
CCOC(=O)N1CCN(C(=O)CSC2=NS(=O)(=O)c3cc(Cl)ccc3N2)CC1	23	2	-3	2	15	-3	1	-3	1
CCCCN(CCCC)C1=Nc2ccccc2N/C1=C(/C#N)C(=O)OCC	2	-2	-3	-10	0	-9	-13	-3	-5
COc1ccc(OC)c(CC(NC(C)=O)C(=O)NC2CCN(c3cc(C)nc4ncnn34)CC2)c1 (stereo unspecified)	17	7	x	0	14	2	x	-1	2
Cc1nc2cc(NC(=O)NCCC3=CCCCC3)ccc2o1	13	4	-4	10	6	-6	3	2	1
CCC(C)[C@H]1CN=C(N)N1CCc1cccc(F)c1 (stereo partly specified)	11	2	8	-5	2	1	6	2	2

From PubChem BioAssay
